Screening results (PubChem)
IL-1B inflam inh = qHTS for Inhibitors of Inflammasome Signaling: IL-1-beta AlphaLISA Primary Screen. THP-1 LPS/ATP IL-1B secretion, AlphaLISA, 16 h; stronger effect = lower value. activity change, % at 57.5 µM. 360,000 compounds, 4.7% hits; in the data active = activity change below about -50%; inconclusive = mostly about -30% to -49%; also: % is scaled to controls: 0 for no effect and ±100 for the full control effect
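THP-1 cells pretreated 1 hr with compounds (up to 57.5 uM final), then stimulated with LPS (250 ng/mL final) plus ATP (1.25 mM final); secreted IL-1B measured by AlphaLISA after 16 hr, decreased signal indicating inhibition.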
MCF10A rereplic = A quantitative high throughput screen for small molecules that induce DNA re-replication in MCF 10a normal breast cells. MCF 10A DNA re-replication, Hoechst nuclear intensity, 48 h. Potency, µM (titrated, usually from 46.1 µM), inactives show at the highest dose activity, positive = re-replication, actives largely listed as activators. 350,000 compounds, 2.9% hits; also: potency is read from the fitted curve at half-maximal effect; % of control where 0% means no effect; nearly all actives have a fitted effect of over 50% in size
KB-3-1 tox = qHTS assay for MDR1-selective chemotherapeutics: Primary screen using the parental adenocarcinoma cell KB-3-1. KB-3-1 viability, CellTiter-Glo ATP luminescence, 72 h. 400,000 compounds, 1.4% hits. Potency, µM (series often up to 46.1 µM), for the others: at the top dose activity change, negative = cytotoxic, hits mostly cytotoxic. AID 1347075, 2019; also: potency is read from the fitted curve at half-maximal effect; % is scaled to controls: 0 for no effect and ±100 for the full control effect; nearly all actives have a fitted effect of over 60% in size
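Parental KB-3-1 adenocarcinoma cells in phenol-red-free DMEM with 10% FBS were pin-treated with compounds at several concentrations, incubated 72 h at 37 °C, and viability read by CellTiter-Glo luminescence; concentration-effect curves were fitted after normalization.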
SW480 rereplic = A quantitative high throughput screen for small molecules that induce DNA re-replication in SW480 colon adenocarcinoma cells. 340,000 compounds, 1.8% hits. Potency, µM (doses to about 46.1 µM), for the others: top-dose re-replication activation, most hits filed as activators. SW480 DNA re-replication, Hoechst DNA content imaging, 48 h; also: potency is read from the fitted curve at half-maximal effect; % of control where 0% means no effect; nearly all actives have a fitted effect of over 55% in size
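Cells (250 per well) received 23 nL compound or DMSO by pin tool and were kept 48 hr at 37 C, 5% CO2. Nuclei were then stained with Hoechst for 40 min and scanned for DNA content.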
HT1080 IDH1KD tx = qHTS for induction of synthetic lethality in tumor cells producing 2HG: qHTS for the HT-1080-IDH1KD cell line. HT-1080 IDH1 knockdown viability, ATP luminescence, 48 h. Potency, µM (top dose mostly 46.1 µM), without a hit: at the highest dose activity, negative = toxicity, hits mostly cytotoxic. 360,000 compounds, 2% hits;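 also: potency is read from the fitted curve at half-maximal effect; 0% = DMSO wells and -100% = cell-free medium wells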
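Viability of IDH1-knockdown HT-1080 fibrosarcoma cells was assessed by CellTiter-Glo after 48 h at 37 °C with titrated compound; concentration-effect curves were classified by fit quality and response size.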
ATXN2 expr inh = Primary qHTS for Inhibitors of ATXN expression; Potency, µM (titrated, usually from 57 µM), for the others: at the highest dose activity change, negative = inhibition, actives largely listed as inhibitors; HEK-293 ATXN2-luciferase reporter, luminescence, 24 h; 360,000 compounds, 0.72% hits; also: potency is read from the fitted curve at half-maximal effect; % is scaled to controls: 0 for no effect and ±100 for the full control effect; nearly all actives have a fitted effect of over 55% in size
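qHTS (up to 57 uM final) was run with 24 h compound exposure of reporter cells at 37 °C. Each well was multiplexed: SteadyGlo luminescence measured ATXN2-luciferase expression after a fluorogenic Gly-Phe-AFC viability readout (25 uM final).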
HT1080NT lethal = qHTS for induction of synthetic lethality in tumor cells producing 2HG: qHTS for the HT-1080-NT fibrosarcoma cell line; 360,000 compounds, 1.6% hits; HT-1080-NT fibrosarcoma viability, CellTiter-Glo ATP luminescence, 48 h; Potency, µM (series often up to 46.1 µM), for the others: top-dose activity, negative = less viability, usual class: cytotoxic;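 also: NT is the 2HG producing partner of a matched IDH1 knockdown line; potency is read from the fitted curve at half-maximal effect; 0% = DMSO-treated cells and -100% = media-only wells without cells; nearly all actives have a fitted effect of over 55% in size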
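Fibrosarcoma NT cells, 750 per well in 5% FBS RPMI, were exposed to compound for 48 hours. Viability: CellTiter-Glo luminescence.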
WRN inhibitor = qHTS for Inhibitors of WRN Helicase; 360,000 compounds, 0.46% hits; WRN helicase unwinding, fluorescent forked duplex, kinetic; AID 651768, 2012; Potency, µM (top dose mostly 114 µM), for the others: top-dose activity change, negative = inhibition, actives largely listed as inhibitors; Bifunctional 3'-5' exonuclease/ATP-dependent helicase WRN (Homo sapiens), Q14191; also: potency is read from the fitted curve at half-maximal effect; % is scaled to controls: 0 for no effect and ±100 for the full control effect; nearly all actives have a fitted effect of over 55% in size
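WRN at 20 nM final preincubated with compound 15 min at room temperature; reaction started with 100 nM fluorophore/quencher forked duplex oligonucleotide and 2 mM ATP final. Unwinding followed kinetically by red fluorescence (ex 525, em 598 nm).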
KB-V1 cytotox = qHTS assay for MDR1-selective chemotherapeutics: Primary screen using the drug-selected MDR subline cells KB-V1 | 400,000 compounds, 3.4% hits | AID 1347076, 2019 | KB-V1 MDR cells viability, CellTiter-Glo, 72 h | Potency, µM (titrated, usually from 46.1 µM), for the others: top-dose activity change, negative = cytotoxicity, most hits filed as cytotoxic; also: potency is read from the fitted curve at half-maximal effect; % is scaled to controls: 0 for no effect and ±100 for the full control effect; nearly all actives have a fitted effect of over 60% in size
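Cells of the MDR subline KB-V1 are plated, dosed with compound at multiple concentrations, and incubated 72 h at 37 degrees C; CellTiter-Glo is then added and luminescence read after 10 min.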
* marks the source's active call; other numbers are inactive results; ? = inconclusive; . = not tested or not shown; [ ] = dose if it differs, or a comment. Unless noted, calls follow the shape of the dose curve; as a rule, active = well fitted curve in the direction sought with a large enough effect; inconclusive = small, poorly fitted or top-dose-only effect, or another doubt; inactive = no such curve, though single readings can be large; an effect the other way counts as inactive or inconclusive.

SMILES,IL-1B inflam inh,MCF10A rereplic,KB-3-1 tox,SW480 rereplic,HT1080 IDH1KD tx,ATXN2 expr inh,HT1080NT lethal,WRN inhibitor,KB-V1 cytotox
CCCCCC(=O)NC(=S)NNC(=O)CC,87,2%,5%,4%,5%,-15%,2%,2%,3%
COc1ccc(OC)c(-n2nnnc2SCC(=O)Nc2ccc(C(=O)N3CCCCC3)cc2)c1,0,17%,-2%,0%,?,-6%,-4%,-8%,?
O=c1cc(NC2CCCCC2)c2ccccc2o1,34,-9%,-25%,3%,?,7%,?,-4%,0%
COc1ccc(C(=O)C2CCN(C(=O)Nc3ccc(C)cc3)CC2)cc1,-7,16%,-15%,-5%,-1%,-12%,-23%,-5%,?
CCc1cccc2sc(NC(=O)C3CC3)nc12,17,-1%,-3%,-5%,-9%,-23%,-6%,0%,-1%
O=C(C1=C(O)C(=O)N(c2nc3ccc(Cl)cc3s2)C1c1ccco1)c1ccco1 (centres undefined),63,13µM*,-13%,-1%,-6%,13%,-2%,50µM*,?
CCOC(=O)C1C(=O)Nc2nc(C)nn2C1c1ccccc1 (centres undefined),20,-4%,-6%,-3%,8%,0%,-2%,3%,2%
Cc1cccc(C2N(c3ccc(F)cc3)C(=O)C3CCCN32)c1 (centres undefined),19,-7%,7%,-1%,0%,-5%,-4%,-3%,-3%
Cc1ccc(NC(=O)CSc2nc(N)cc(N)n2)cc1S(=O)(=O)N1CCOCC1,21,?,-3%,3.7µM*,-5%,-3%,-7%,-7%,6%
CCCC(=O)NC(c1ccc(N(C)C)cc1)c1c(O)ccc2ccccc12 (centres undefined),-6,-1%,2%,-2%,-2%,9%,4%,-4%,15µM*
Cc1ccc2nc(SCC(=O)N(CC(C)C)c3c(N)n(CC(C)C)c(=O)[nH]c3=O)[nH]c2c1,10,-2%,16%,-5%,-2%,3%,-6%,-5%,12%
CCn1c(CCC(=O)N(C)CC(=O)Nc2cccc(F)c2)nc2cc(S(=O)(=O)N(C)C)ccc21,8,1%,3%,-11%,-5%,0%,-9%,23%,-8%
Cn1c2c(c(=O)n(C)c1=O)C(c1cc3c(cc1Br)OCO3)CC(=O)N2 (centres undefined),-17,-6%,-1%,-6%,15%,-9%,-3%,-1%,-2%
CCCNc1cc(C)c(C#N)c2nc3ccccc3n12,0,?,9%,-2%,1%,-13%,-2%,-8%,12%
CCN(C=NC1=NN(c2cccc(C(F)(F)F)c2)CC1)CC,?,22%,?,-4%,-16%,9%,-6%,4%,?
COc1ccccc1C(=O)COC(=O)Cc1n[nH]c(=O)c2ccccc12,6,-2%,25%,-5%,0%,7%,6%,16%,-10%
COc1ccc(S(=O)(=O)NC2CC3CCC2C3)cc1 (centres undefined),2,1%,?,0%,0%,-2%,2%,9%,?
CCCCCNC(=O)c1[nH]c(C(F)(F)F)nc1-c1ccccc1,5,.,0%,.,0%,1%,4%,-9%,7%
Cc1[nH]c(=S)[nH]c(=O)c1Cc1c(O)ccc2ccccc12,0,12%,10%,2%,-12%,-4%,-3%,-20%,14%
COc1ccc(S(=O)(=O)N2CCN(C(=O)C3CC3)CC2)cc1Br,25,18%,-2%,-1%,12%,-11%,0%,4%,-7%

An excerpt of these results, with two lines to a compound:
Screens in order – IL-1B inflam inh, MCF10A rereplic, KB-3-1 tox, SW480 rereplic, HT1080 IDH1KD tx, ATXN2 expr inh, HT1080NT lethal, WRN inhibitor, KB-V1 cytotox
Cc1cccc(C2N(c3ccc(F)cc3)C(=O)C3CCCN32)c1 (centres undefined)
  19, -7%, 7%, -1%, 0%, -5%, -4%, -3%, -3%
Cc1ccc(NC(=O)CSc2nc(N)cc(N)n2)cc1S(=O)(=O)N1CCOCC1
  21, ?, -3%, 3.7µM*, -5%, -3%, -7%, -7%, 6%

New compounds follow
SMILES,IL-1B inflam inh,MCF10A rereplic,KB-3-1 tox,SW480 rereplic,HT1080 IDH1KD tx,ATXN2 expr inh,HT1080NT lethal,WRN inhibitor,KB-V1 cytotox
CC(=O)CSc1nnc(-c2ccc(S(=O)(=O)N3CCCC3)cc2)n1C,-5,4%,2%,27%,19%,2%,?,0%,0%
O=C1Cc2ccccc2C(=O)N1OCc1ccc(Cl)cc1,44,2%,-2%,-4%,-1%,20%[11.3 µM],-10%,-18%,5%
Cn1c(N=Nc2ccc(N3CCOCC3)cc2)[n+](C)c2ccccc21,-28,26%,-16%,13µM*,?,56%[activator],?,45µM*,7%
COc1ccc(CCNC(=O)CSC2=NS(=O)(=O)c3ccccc3N2)cc1OC,-3,9%,0%,4%,-7%,0%,-9%,4%,6%
NC(=O)N/N=C/c1cn(-c2ccccc2)nc1-c1cccnc1,-18,0%,-18%,-11%,-20%,.,-11%,7%,-2%
COc1ccc(Cn2c(C)ccc2C)cc1,?,0%,3%,-1%,-1%,0%,-2%,-6%,-24%
Cc1cc(C(=O)NC2CCCc3c2cnn3-c2ccc(C(C)(C)C)cc2)nn1C (centres undefined),5,?,?,1%,-16%,-24%,13µM*,?,?
N#CC1=C(N)Oc2n[nH]c(-c3cccs3)c2C1C1CCCCC1 (centres undefined),-98*,?,10%,-5%,-25%,4%,?,-14%,3%
COc1cccc(C(=O)NC2CCN(CC(=O)Nc3ccccc3Cl)CC2)c1,32,16%,-18%,-5%,-3%,23%,-3%,-2%,-10%
COc1ccc(CC(=O)NC(C)CCc2ccccc2)cc1OC (centres undefined),1,13%,-15%,0%,-4%,-11%,4%,6%,2%
Cc1cccc(/C=N/n2c(C)cc(C)c(C#N)c2=O)c1,-2,23%,-8%,4%,9%,0%,-2%,-15%,23%
CSc1cccc(N2CC(C(=O)N3CCN(S(=O)(=O)c4ccccc4Cl)CC3)CC2=O)c1 (centres undefined),-23,4%,-12%,2%,-11%,.,2%,-4%,-10%
CC(=O)NC(CC(=O)N1CCCC1)c1ccccc1 (centres undefined),12,17%,12%,-9%,23%,-2%,16%,3%,-3%
C/C(=N\Nc1nc(C)cc(-c2ccccc2)n1)c1ccc(O)cc1,-74*,0%,-41%,?,-14%,-22%,10µM*,6%,?
COCCCNC(=O)C1CCN(c2ncccn2)CC1,-12,1%,-1%,-6%,16%,1%,-1%,0%,-16%
O=c1[nH]c2cc3c(cc2cc1CN(Cc1cccnc1)C(=S)NCc1ccco1)OCO3,-12,-1%,1%,-4%,12%,-15%,7%,1%,1%
O=C(CSc1ccccc1Cl)N1CCOCC1,3,-3%,3%,-33%[inhibitor],10%,.,11%,7%,8%
COC(=O)c1ccc(NC(=O)Cn2nc(C)c3ccccc3c2=O)cc1,5,14%,19%,-3%,1%,-16%,21%,4%,-6%
CCC(=O)OCC(=O)Nc1cc([N+](=O)[O-])ccc1OC,46,-5%,-6%,3%,12%,40%[activator],1%,1%,-1%
CCCCC(C)Sc1nc2c([nH]1)c(=S)n(C)c(=O)n2C (centres undefined),-99*,?,?,15%,?,-28%,8%,-3%,4.1µM*
Cc1cc([N+](=O)[O-])ccc1NC(=O)/C=C/c1cccs1,?,-62%[inhibitor],?,-94%[inhibitor],8%,52%[activator],3%,8%,8.2µM*
COc1ccc(CCNS(=O)(=O)c2ccc3c(c2)NC(=O)C(C)S3)cc1OC (centres undefined),-16,0%,0%,-18%,-12%,1%,-7%,6%,-15%
CCCCOC(=O)c1cccc(NC(=O)CC)c1,1,0%,16%,-5%,1%,9%,4%,2%,4%
COc1ccc(OC)c(CNC(=O)CCSCc2ccc(F)cc2Cl)c1,-7,?,-5%,0%,0%,.,-6%,-11%,-19%
CN(c1ccccc1)S(=O)(=O)c1cccc(C(=O)N2CCN(c3ccccn3)CC2)c1,-12,3%,?,-2%,0%,-12%,-6%,4%,?
Cc1ccc(Cl)cc1-c1cc(C(=O)NCc2cc(C(F)(F)F)cc(C(F)(F)F)c2)[nH]n1,?,.,?,.,?,?,?,-11%,?
O=C1c2ccsc2SCCN1Cc1ccc(Cl)cc1Cl,5,1%,-12%,1%,-18%,-10%,-10%,1%,?
Cc1ccccc1NC(=O)CN1C(=O)NC2(CCCCC2)C1=O,-11,4%,0%,-3%,11%,2%,12%,-6%,2%
Cn1nc(C(=O)OCC(=O)NCc2ccc(Cl)cc2Cl)c2ccccc2c1=O,27,.,9%,.,-13%,.,-1%,8%,7%
Cc1cc(C)c2c(n1)SCC(=O)N2CC(=O)NCCC1=CCCCC1,14,-6%,16%,-3%,7%,1%,-1%,0%,28%
O=C(/C=C/c1ccc([N+](=O)[O-])cc1)OCc1cnc(-c2ccccc2)o1,31,-2%,12%,-2%,10%,-5%,7%,7%,-1%
Cc1cccc(N2CCN(S(=O)(=O)c3ccc4c(c3)NC(=O)CS4)CC2)c1C,13,1%,?,1%,?,-23%,?,-13%,?
CN(Cc1ccccc1)C(=O)CCNC(=O)Cn1cnc2ccccc2c1=O,50,-24%,29%,-7%,0%,-3%,0%,3%,5%
CC(O)(CS(=O)(=O)Cc1ccccc1)c1ccccc1Cl (centres undefined),-8,-5%,2%,0%,0%,-10%,-1%,3%,-3%
O=C(CCC1CCCC1)NNC(=O)c1ccccc1O,12,4%,-3%,17%,-14%,-13%,-17%,2%,2%

Rows are unselected; about 12% have a hit in one of these screens.
